Bioassay records: PubChem, National Center for Advancing Translational Sciences (NCATS)
BAZ2B block = blocks human BAZ2B; Q9UIF8; AlphaScreen BAZ2B-H3K14Ac peptide displacement; Potency, µM (doses to about 114 µM), without a hit: at the highest dose activity change, negative = inhibition, hits mostly inhibitors; actives 4.4% (n = 360,000); AID 504333; also: % is scaled to controls: 0 for no effect and ±100 for the full control effect; nearly all actives have a fitted effect of over 60% in size
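Multi-concentration screen (max 110 uM) measuring displacement of acetylated histone H3 peptide from BAZ2B by AlphaScreen, using 50 nM protein, 50 nM peptide and 10 ug/mL streptavidin donor plus Ni-chelate acceptor beads.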
Apoferritin bind = candidate novel general anesthetic via apoferritin binding; apoferritin/1-aminoanthracene competitive binding, fluorescence; actives 0.074% (n = 350,000); Potency, µM (top dose mostly 77.5 µM), inactives show at the top dose activity change, negative = displacement, usual class: inhibitors; AID 485281; P02791; also: % is scaled to controls: 0 for no effect and ±100 for the full control effect; nearly all actives have a fitted effect of over 20% in size
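In PBS, apoferritin at 10 uM is loaded with 1-AMA from a 50% saturated solution. After 10 min of compound exposure at ambient temperature, reduced 535 nm fluorescence indicates probe displacement.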
G9a block = blocks human histone lysine methyltransferase G9a. G9a H3K9 monomethylation, AlphaScreen, 2 h. AID 504332. Q96KQ7. Potency, µM (highest dose often 102 µM), for inactives: top-dose activity, negative = inhibition, most hits filed as inhibitors. actives 8.8% (n = 350,000); also: % is scaled to controls: 0 for no effect and ±100 for the full control effect; nearly all actives have a fitted effect of over 75% in size
Target sequence (Q96KQ7 913-1193 limits assumed): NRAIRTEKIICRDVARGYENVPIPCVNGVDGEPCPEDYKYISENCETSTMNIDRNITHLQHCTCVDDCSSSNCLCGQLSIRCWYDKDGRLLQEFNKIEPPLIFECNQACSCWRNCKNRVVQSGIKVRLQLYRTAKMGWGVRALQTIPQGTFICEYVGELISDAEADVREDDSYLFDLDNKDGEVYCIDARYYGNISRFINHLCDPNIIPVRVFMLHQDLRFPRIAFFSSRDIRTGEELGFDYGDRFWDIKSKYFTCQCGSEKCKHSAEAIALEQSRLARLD
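Step 1: enzyme (final 20 nM) with compound, 15 min RT. Step 2: substrate peptide 500 nM and SAM 20 uM, 2 h RT. Step 3: anti-H3K9me1 antibody and AlphaScreen beads, 10 min, then plate read.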
Pol eta inh = blocks human DNA polymerase eta activity; Potency, µM (series often up to 114 µM), for the others: at the top dose activity change, negative = inhibition, hits mostly inhibitors; recombinant Pol eta, fluorescent DNA replication assay; AID 588591; Q9Y253; actives 1.2% (n = 390,000); also: % is scaled to controls: 0 for no effect and ±100 for the full control effect
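Fluorescent replication assay: 50 nM final substrate added after a 15 min room-temperature compound preincubation with 10 nM enzyme. Signal taken at 0 min and again at 10 min.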
Pol kappa inh = blocks human DNA polymerase kappa activity. Q9UBT6. purified Pol kappa, fluorescent DNA synthesis assay, 10 min. Potency, µM (titrated, usually from 107 µM), for the others: at the top dose activity, negative = inhibition, most hits filed as inhibitors. actives 0.53% (n = 400,000); also: % is scaled to controls: 0 for no effect and ±100 for the full control effect
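Fluorescent qHTS in 1536-well format: enzyme (10 nM) and compound sat 15 min at room temperature before 50 nM substrate (final) was added. Signal taken at 0 and 10 min; no-enzyme buffer wells were negative controls.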
APEX1 inh = APE1 (human) endonuclease inhibition; recombinant APE1, TAMRA/BHQ-2 abasic DNA cleavage fluorescence; P27695; Potency, µM (doses to about 65.8 µM), for the others: at the highest dose activity change, negative = inhibition, most hits filed as inhibitors; actives 0.35% (n = 350,000); AID 2517;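 also: plate controls were vehicle for no effect and reference inhibitor for full effect; nearly all actives have a fitted effect of over 55% in size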
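Activity was derived from the fluorescence gain between first and third kinetic reads (60 s intervals, ex 525/em 598 nm) after 50 nM THF-abasic TAMRA/BHQ-2 duplex was added to 0.75 nM APE1 preincubated 15 min with compound.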
POLI inh = DNA polymerase iota (human) inhibition; actives 1% (n = 390,000); Q9UNA4; Pol iota fluorescent replication assay, 10 min; Potency, µM (titrated, usually from 115 µM), inactives show at the highest dose activity, negative = inhibition, most hits filed as inhibitors
Target sequence (Q9UNA4 whole entry, looked up): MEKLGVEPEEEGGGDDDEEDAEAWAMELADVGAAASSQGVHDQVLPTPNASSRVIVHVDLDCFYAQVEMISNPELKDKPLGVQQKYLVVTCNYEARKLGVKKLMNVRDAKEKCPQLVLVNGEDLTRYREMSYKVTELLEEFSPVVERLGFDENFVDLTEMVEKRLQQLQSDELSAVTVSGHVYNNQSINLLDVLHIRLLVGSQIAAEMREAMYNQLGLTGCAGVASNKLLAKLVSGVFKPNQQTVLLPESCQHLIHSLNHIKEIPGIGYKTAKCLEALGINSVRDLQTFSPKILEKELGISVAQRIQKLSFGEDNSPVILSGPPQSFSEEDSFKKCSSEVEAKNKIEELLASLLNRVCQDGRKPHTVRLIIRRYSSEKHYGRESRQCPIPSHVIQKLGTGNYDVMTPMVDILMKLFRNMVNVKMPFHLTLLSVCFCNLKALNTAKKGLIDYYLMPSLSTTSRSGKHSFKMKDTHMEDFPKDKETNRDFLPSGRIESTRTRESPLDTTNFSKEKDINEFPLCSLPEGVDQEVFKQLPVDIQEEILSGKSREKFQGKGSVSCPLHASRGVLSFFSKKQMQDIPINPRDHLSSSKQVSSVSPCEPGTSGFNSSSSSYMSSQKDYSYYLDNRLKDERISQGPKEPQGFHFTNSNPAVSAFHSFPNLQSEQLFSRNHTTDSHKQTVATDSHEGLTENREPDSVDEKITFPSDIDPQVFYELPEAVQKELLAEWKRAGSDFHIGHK
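Fluorescent replication assay read twice, at 0 min and 10 min after adding 50 nM (final) substrate. Enzyme (10 nM) and compounds were first incubated 15 min at room temperature; enzyme-free buffer wells were negative controls.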
Pol beta inh = DNA polymerase beta (human) inhibition; P06746; Pol beta primer extension/strand displacement, fluorescence kinetic; Potency, µM (top dose mostly 114 µM), for inactives: top-dose activity change, negative = inhibition, most hits filed as inhibitors; actives 1.3% (n = 340,000); also: % is scaled to controls: 0 for no effect and ±100 for the full control effect
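Pol beta (10 nM) was preincubated with compound for 15 min at room temperature. The reaction was then started with 50 nM substrate and read immediately and after a further 10 min at room temperature.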
BLM inh = Bloom syndrome helicase (human) inhibition; P54132; recombinant BLM DNA unwinding, fluorescence dequenching; Potency, µM (series often up to 56.1 µM), for the others: at the highest dose activity change, negative = inhibition, hits mostly inhibitors; actives 0.2% (n = 350,000);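 also: plate controls were vehicle for no effect and no enzyme for full effect; nearly all actives have a fitted effect of over 35% in size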
* hit, by the source's call; ? = inconclusive; . = not tested or not shown; & = joins results of further samples; [ ] = remark or other dose. Calls follow the shape of the dose curve; as a rule, active = well fitted curve in the direction sought with a large enough effect; inconclusive = small, poorly fitted or top-dose-only effect, or another doubt; inactive = no such curve, though single readings can be large; an effect the other way counts as inactive or inconclusive. Potency is read from the fitted curve at half-maximal effect. This is a subset; the hit share may differ from the screen's.

SMILES	BAZ2B block	Apoferritin bind	G9a block	Pol eta inh	Pol kappa inh	APEX1 inh	POLI inh	Pol beta inh	BLM inh
O=C(O)/C=C/c1ccc(OCCCF)cc1	-10.7%	4.0%	0.2%	-19.1%	-13.6%	-4.1%	-19.3%	6.0%	-0.9%
CN(C)/N=N\c1nc[nH]c1C(N)=O	.	3.3%[29.3 µM]	32.9%[21.5 µM]	.	-7.6%[12 µM]	12.8%[21 µM]	.	.	6.2%[21.4 µM]
CC(NC(=O)COc1ccc(Oc2ccccc2)cc1)C(=O)O (centres undefined)	4.5%	-0.7%	-20.6%	-7.6%	-6.5%	-0.6%	14.2%	-0.6%	-0.6%
COc1ccc(N2CCN(c3oc(/C=C/c4ccccc4OC)nc3C#N)CC2)cc1	3.16µM*	188.3%[activator]	?	.	-12.1%	.	9.8%	25.7%	-6.2%
Cc1n[nH]c(C)c1C(=O)CC1(O)C(=O)N(CCc2ccccc2)c2ccc(Cl)cc21 (centres undefined)	1.4%	-6.0%	-13.2%[12.7 µM]	-23.1%	-5.5%	-4.8%	-4.6%	-16.4%	-4.0%
COc1ccc(NC(=O)C(=O)Nc2cccc3cccnc23)c(OC)c1	10.7%	1.3%	-9.3%[0.501 µM]	-5.3%	-6.4%	-11.6%	-17.9%	5.1%	2.3%
CC(OC(=O)c1ccc2c(=O)n3c(nc2c1)CCCCC3)C(=O)Nc1ncc(Cl)cc1Cl (centres undefined)	-6.0%	-11.0%	5.3%[59 µM]	?	-7.2%	-0.4%	-9.4%	4.5%	-8.8%
Cc1cc(C(=O)N2CCN(Cc3ccc4c(c3)OCO4)CC2)cs1	-25.2%	-14.3%	16.5%[59 µM]	2.3%	1.8%	-4.3%	11.1%	2.1%	2.0%
Cc1ccc(/C=N/NC(=O)c2cccc3ccccc23)o1	-11.4%	4.7%	?	-17.7%	-1.7%	-6.0%	8.8%	3.6%	-2.6%
Cc1cc(Br)ccc1SCC(=O)OCC(=O)c1c(N)n(C)c(=O)n(C)c1=O	-3.7%	-5.0%	-36.1%[59 µM]	-16.0%	-4.3%	-4.6%	6.6%	-15.2%	-17.7%
CC1(c2ccccc2)NC(=O)N(NC(=O)CSc2n[nH]c(N)n2)C1=O (centres undefined)	-9.3%	-11.9%	21.0%[12.7 µM]	-10.7%	-0.9%	?	?	29.7%	-1.0%
COc1cc2c(cc1OC)C(C(=O)Nc1ccccc1N1CCN(C)CC1)C1c3ccccc3CCN1C2=O (centres undefined)	-6.5%	-2.9%	5.5%	-4.0%	-8.0%	0.5%	155.5%[activator]	40.6%	-7.0%
Cc1ccc(C)c(N2CCN(S(=O)(=O)c3cc(Br)cc4c3N(C(=O)C3CC3)CC4)CC2)c1	-18.2%	-9.4%	1.1%[59 µM]	-18.6%	2.8%	.	9.8%	-0.4%	0.4%
CCOC(=O)c1csc(N/N=C2\CCc3ccccc32)n1	44.7µM*	-14.0%	28.2µM*	-17.9%	-1.6%	7.9%	8.4%	-26.0%	-4.1%
COc1ccc(/C=N/NC(=O)CCCCCNC(=O)c2ccccc2)cc1	1.7%	-12.3%	-0.6%	-8.0%	-6.2%	0.2%	86.8%[activator]	-1.9%	3.9%
COc1ccc(-c2csc(NC(C)=O)n2)cc1OC	-12.8%	3.8%	-13.8%[59 µM]	4.5%	4.6%	-3.9%	12.4%	-0.1%	-4.2%
Cc1cccc(C(=O)N/C(=C\c2ccco2)C(=O)N2CCCCCC2)c1	-14.9%	-8.0%	?	-13.1%	-5.2%	49.5%[activator]	-18.0%	-16.1%	-4.3%
O=S(=O)(c1ccc2c(c1)CCN2)N1CCOCC1	-2.5%	.	?	-8.1%	-5.9%	-8.5%	-4.9%	.	.
COc1ccc(C2(C(=O)Nc3c(C)n(C)n(-c4ccccc4)c3=O)CCCC2)cc1OC	3.9%	-0.4%	-6.6%[59 µM]	-0.8%	1.0%	1.5%	-4.6%	-17.2%	-2.6%
CC(=O)Nc1ccc2nc(NC(=O)COc3cccc(C)c3)sc2c1	-25.3%	4.9%	-11.0%[59 µM]	-9.4%	-10.6%	-0.1%	62.0%[activator]	?	1.7%
C[C@@H]1CN([C@@H](C)CO)C(=O)c2cc(NS(C)(=O)=O)ccc2O[C@H]1CN(C)Cc1ccc(Oc2ccccc2)cc1	.	.	.	-6.5%	5.8%	1.9%	2.5%	.	.
O=C(NNC(=O)c1cccs1)c1cccnc1	3.0%	-3.4%	-6.9%[59 µM]	-14.1%	3.4%	43.0%[12.4 µM]	16.7%	-1.5%	-2.5%
Cn1c2c(c(=O)n(C)c1=O)C(c1ccc(Br)cc1)Nc1ccccc1O2 (centres undefined)	-8.0%	-10.7%	3.4%[59 µM]	-17.0%	-11.4%	-0.7%	?	6.6%	-4.0%
COc1ccc(C2CCCN2C(=S)Nc2ccc(C)cc2C)cc1OC (centres undefined)	-10.2%	-14.3%	-3.6%	-2.5%	-12.2%	15.5%	32.8%[activator]	-3.5%	-10.2%
Cc1ccc(C)c(NC(=O)CCn2cnnn2)c1	-10.2%&-18.8%	-4.8%&-21.9%	-9.1%	0.3%&-4.7%	-5.3%&6.9%	1.5%	2.6%&14.4%	-23.9%&3.9%	-8.9%&-3.4%
CCN(CC(=O)Nc1cccc(OC)c1)CC(=O)Nc1ccc(Br)c(C)c1	?	-13.1%	26.8%	-18.4%	-9.4%[60.1 µM]	12.9%	1.7%	-0.3%	-11.6%
CCOC(=O)C1CCN(C(=O)Cn2ncc3c4ccccc4n(C)c3c2=O)CC1	-0.1%	-6.4%	-6.9%[59 µM]	-8.7%	-19.3%	.	15.9%	2.6%	-2.1%
CS(=O)(=O)N(Cc1nc(-c2ccc(F)cc2)no1)c1ccccc1Cl	13.5%	.	-2.9%[12.7 µM]	-11.8%	10.8%	40.1%	11.4%	.	.
CCC(Oc1ccccc1)C(=O)Nc1ccc(C)c(S(=O)(=O)N2CCOCC2)c1 (centres undefined)	6.6%	.	7.1%[0.501 µM]	-13.0%	-5.4%	9.7%	67.8%[activator]	.	.
COc1cccc(N2CC(=O)N(NC(=O)CSc3nc(C)cc(C)c3C#N)CC2=O)c1	2.4%	36.2%[activator]	13.7%	-18.7%	2.9%	3.5%	?	-1.0%	-8.8%
CCSc1ncc(Cl)c(C(=O)Nc2nc3ccc(Cl)cc3s2)n1	3.3%	177.7%[activator]	-0.6%[59 µM]	.	14.4%	.	-19.1%	-3.1%	1.2%
CC(=O)Nc1ccc(SCc2c(C)noc2C)cc1	1.3%	-5.2%	-5.2%	0.0%	-21.1%[60.1 µM]	35.7%	8.3%	33.0%	-2.7%
O=c1oc2ccccc2n1CCCOc1ccccc1Cl	105.0%[activator]	35.8%[activator]	64.9%[activator][59 µM]	-6.0%	-11.0%	.	11.2%	22.0%	-2.2%
Cn1c(=O)n(C)c2cc(C(=O)O)ccc21	1.9%	-9.8%	?	-15.0%	3.6%	1.1%	55.8%[activator]	8.9%	-2.7%
O=C(Nc1ccccc1N1CCCCC1)c1ccc(OC(F)F)cc1	-5.4%	-7.8%	107.4%[activator]	-16.1%	-15.9%	-7.9%	4.6%	17.2%	-10.7%
Cc1onc(-c2ccccc2)c1C(=O)NCc1ccccc1F	5.3%	-14.0%	10.1%	-10.3%	7.3%	1.4%	44.8%[activator]	35.4%	-4.4%
COc1ccc(CCN=C2SCC(=O)N2Cc2ccccc2)cc1OC	-10.8%	-12.4%	-8.2%	11.3%	-18.8%	7.3%	54.6%[activator]	?	-5.7%
Cc1cc(CNC(=O)c2cccc3c2C(=O)c2ccc(-c4ccc(F)cc4OCc4ccccc4)cc2S3(=O)=O)c(C(F)(F)F)o1	.	.	.	20µM*	79.4µM*	4.9%	39.8µM*	.	.
O=C(Nc1ccc(Oc2ccsc2C(=O)O)cc1)c1ccccc1	-9.3%	2.1%	14.0%	-18.6%	-5.1%	-3.9%	-9.5%	1.8%	-1.6%
CCOC(=O)c1c(NC(=O)CN2CCN(C)CC2)sc(C(=O)Nc2ccccc2)c1C	?	-19.9%	?	-25.2%	-1.5%	-0.2%	47.4%[activator]	?	1.6%
Cc1nn(Cc2ccccc2Cl)c2sc(C(=O)NCc3ccc4c(c3)OCO4)cc12	-37.5%	17.2%	-35.0%	-8.3%	-15.8%	1.2%	2.1%	3.1%	-0.2%
CC(C)C1N(C(=O)N2CCOCC2)CCN1S(=O)(=O)c1ccccc1 (centres undefined)	-1.0%	38.1%[activator]	16.4%	-4.6%	-9.3%	9.8%	138.1%[activator]	19.7%	0.1%
CC(C)c1ccc(S(=O)(=O)N2CCN(C(=O)c3ccc(N4CCCC4)c([N+](=O)[O-])c3)CC2)cc1	-20.0%	-6.0%	39.1%	-12.2%	-18.3%	38.9%	11.2%	5.7%	-10.1%
Cc1cc(C)cc(N(C(=O)CNC(=O)c2ccco2)C(C(=O)NC2CCCCC2)c2cccnc2)c1 (centres undefined)	3.7%	2.7%	-3.8%[59 µM]	-4.1%	-8.6%	13.0%[12.4 µM]	67.4%[activator]	0.4%	-0.5%
CCOC(=O)c1cc2c(C)[nH]c(C)c2cc(C(=O)OCC)c1=O	-20.5%	-11.0%	-31.8%	5.7%	-24.2%	?	3.8%	2.2%	-3.4%
Cc1cccc(-n2cc(-c3ccccc3)c3c(NC4CCCC4)ncnc32)c1	-16.5%	41.2%[activator]	7.0%[59 µM]	-16.8%	-13.8%[60.1 µM]	.	1.8%	4.7%	-5.1%
COc1cccc(-c2nnc(-c3cc4cc(Cl)ccc4oc3=O)o2)c1	5.2%	3.1%	12.8%[59 µM]	-8.0%	-7.6%	.	?	3.3%	-2.7%
COc1ccc(C)cc1NC(=O)CSc1nc2scc(C)c2c(=O)[nH]1	-16.0%	-6.3%	.	-1.2%	-2.5%	-3.0%	?	5.3%	-7.0%
